Screening results: PubChem BioAssay, several laboratories
T cell modulator – modulators of CD8 T cell-vesicle binding, primary screen, mouse 2C CD8+ T cells, flow cytometry; 2C CD8+ T cell-vesicle binding; hits give low values; calls only at 7 µM; actives 0.068% (n = 330,000); AID 2052, 2009;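 active = response, share of CD8 T cells binding vesicles, and their 90th percentile fluorescence all below set limits, cut at about 80% in these data, passing the limit was not always enough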
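Read-out – percent CD8+ FL2 mean versus row control · System – murine 2C transgenic CD8+ T lymphocytes · Times – 1.5 h cell–vesicle binding at 37 °C, then 20 min icy labelling · Control set – naked vesicles low, QL9 vesicles with vehicle high · Detection – cytometric PE anti-B7-1 and Alexa647 anti-CD8 signals after 1% paraformaldehyde fixation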
Ins promoter up – insulin promoter activators in MIN6 cells, imaging, high-content screening, mouse beta cells. z-score at 5 µM. actives 0.3% (n = 190,000). MIN6 insulin promoter-GFP reporter; hits give high values;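 active = z-score above 3 at 5 µM with at least 500 cells counted in the well; inconclusive = wells under 500 cells, flagged as cytotoxic or low count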
Hep lipid drop – inhibitors of hepatocyte lipid droplet formation, primary screen, imaging, high-throughput imaging, BODIPY stain; inhibition, % at 6.5 µM; AML12 mouse hepatocytes, oleate lipid droplets; actives 0.4% (n = 240,000); AID 1656, 2009;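 active = lipid droplet intensity inhibited by at least 50%, with more than 500 cells counted; inconclusive = wells with under 300 cells, treated as cytotoxic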
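Material – mouse AML12 hepatocyte cell line, fixed after treatment · Compound dosing – one dose, 6.5 µM compound · Times – compound with oleate, overnight · Measured by – Image-based BODIPY and DAPI two-channel analysis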
WT yeast gro inh – growth inhibition of WT strain, primary screen, mitochondrial fusion inhibitor project, WT and mutant strains, chemical genetic; actives 2.1% (n = 190,000); AID 1362, 2008; mitochondrial fusion phenotypic screen; inhibition, % at 10 µM; in the data active = inhibition above about 58%; tested in S. cerevisiae
Myeloid diff 2 – induction of myeloid progenitor differentiation, primary screen, cell-based, flow cytometry, MLPCN library | actives 1% (n = 360,000) | AID 624256, 2012 | calls only at 10 µM | ER-HoxA9 myeloid progenitors, lysozyme-GFP differentiation;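 active = normalized GFP-positive differentiation at or above the plate's own cutoff, the solvent-only control mean plus 3 SD; inconclusive = no clear call, values can overlap the other calls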;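 also: cells exposed to compound for four days before flow analysis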
bCat nuc transl – modulators of beta-catenin nuclear translocation, primary screen, imaging, HeLa cells, immunofluorescence, high-content; nuclear translocation activity, % at 5 µM; actives 0.3% (n = 190,000);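 active = nuclear translocation activity above 50% at 5 µM, with a well cell count of 50 or more; inconclusive = wells under 50 cells across six images, flagged as toxic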;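 also: per-cell ratio of nuclear to cytoplasmic median beta-catenin stain intensity; plate controls were DMSO negative control for no effect and GSK-3 inhibitor IX positive control for full effect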
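System: HeLa cells, endogenous beta-catenin; compound dosing: 5 µM primary single dose, 0.1% DMSO, 0.02–20 µM confirmation series; incubation: 24 h compound exposure at 37°C, 5% CO2; signal: beta-catenin immunofluorescence imaging with DAPI; evaluation: % activation, nuclear-to-cytoplasmic median beta-catenin signal ratio per cell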
Autophagy mod – autophagy modulators in MEF cells, primary screen, imaging, high-content, MEF GFP-LC3; calls only at 10 µM (by protocol); MEF GFP-LC3 puncta imaging; test concentration mostly 10 µM; actives 0.98% (n = 190,000);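 active = percentage of spot-positive cells more than 3 SD above its plate mean, without a fluorescence outlier flag or 80% toxicity; inconclusive = no clear call, values can overlap the other calls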;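 also: spot-positive cell cutoff set from DMSO-treated cells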
West Nile virus CPE – West Nile virus antiviral activity, cell-based, CPE readout (AID 1621); actives 0.02% (n = 290,000); West Nile virus-infected cells, CPE inhibition; higher % means a stronger effect; one-dose CPE inhibition, % at 10 µM; IC50 in µM for titrated hits; in the data active = a potency from the dose series; inconclusive = CPE inhibition mostly from about 3.7% at the one dose, without a potency; inactive = the rest, 99 in 100 with CPE inhibition below about 2.2%; also: strong numbers were not always called active
MT stabilizer – microtubule stabilizers in HeLa cells, primary screen, imaging, high-content imaging. HeLa tubulin immunostaining HCS, 24 h; share of cells brighter than vehicle mean+2SD. % tubulin-high responders, % at 10 µM. actives 0.83% (n = 200,000). AID 2205, 2009;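 active = plate Z-score above 3 for both tubulin-high and condensed-nucleus cell shares, with cell loss under 80%, at 10 µM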;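 also: anti alpha tubulin signal scored within the nucleus-defined area of each cell; some results filed as inactive read as strong as hits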
WT yeast gro inh mutant strain – also measured in WT yeast gro inh; calls as there; inhibition, %; mitochondrial fusion phenotypic screen, mutant strain inhibition
Ins promoter up cell count – further read-out of Ins promoter up, marked with its call; cell count; measured here: cytotoxicity, nuclei count;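 total cells summed across four imaged fields per well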
Hep lipid drop cells 6.5 µM – second read-out of Hep lipid drop, no call of its own (marks repeat the call); cell count; measured here: cell count, cytotoxicity flag;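 cells counted across two imaged fields per well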
bCat nuc transl cell count 5 µM – also measured in bCat nuc transl; calls as there; cell count; measured here: cell count, cytotoxicity flag
T cell modulator vesicle-bound % – also measured in T cell modulator; calls as there; double positive events, %; measured here: CD8+ vesicle-bound cell fraction;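 binding gate set so that unloaded-vesicle control wells show 10% double positive cells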
MT stabilizer Hoechst-high % – also measured in MT stabilizer; calls as there; % Hoechst-high responders; measured here: nuclear condensation Hoechst responders;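 share of cells brighter than vehicle mean plus two SD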
MT stabilizer cytotoxicity % – further read-out of MT stabilizer, marked with its call; toxicity, %; measured here: cytotoxicity by cell density;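 0% = mean cell density of plate MIN control wells and 100% = no cells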
Autophagy mod cell loss 18 h – second read-out of Autophagy mod, no call of its own (marks repeat the call); toxicity, %; measured here: cell loss, nuclei count;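 cell loss after 18 h compound exposure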
Myeloid diff 2 GFP+ MAC1+ % – second read-out of Myeloid diff 2, no call of its own (marks repeat the call); GFP+ MAC1+ double positive, %; measured here: differentiation confirmed by MAC1 staining
Numbers without * were called inactive; i = inactive; ? = inconclusive; . = no result given.

SMILES | T cell modulator | T cell modulator vesicle-bound % | Ins promoter up | Ins promoter up cell count | Hep lipid drop | Hep lipid drop cells 6.5 µM | WT yeast gro inh | WT yeast gro inh mutant strain | Myeloid diff 2 | Myeloid diff 2 GFP+ MAC1+ % | bCat nuc transl | bCat nuc transl cell count 5 µM | Autophagy mod | Autophagy mod cell loss 18 h | West Nile virus CPE | MT stabilizer | MT stabilizer Hoechst-high % | MT stabilizer cytotoxicity %
CC(C)CC(NC(=O)C(NC(=O)OC(C)(C)C)C(C)C)C(N)=O (stereo unspecified) | i | 29 | 0.36 | 1660 | -1 | 721 | -14 | -12 | i | 0.1 | -1.6 | 911 | i | 4 | 1.5% | 1.9 | 1.6 | 6.1
CCOC(=O)N1CCN(C(=O)CCCOc2ccccc2)CC1 | i | 26 | 0.44 | 1314 | -30 | 734 | 11 | -12 | i | 4.5 | -2.7 | 1199 | i | -3 | -1.1% | 2.6 | 1.8 | 7.1
CN(C)S(=O)(=O)c1cccc(NC(=O)COC(=O)c2cc(-c3cccc(Br)c3)nc3ccccc23)c1 | i | 35 | 0.06 | 1167 | 5 | 688 | -4 | -6 | i | 0.6 | 0.1 | 492 | i | 0 | 1.5% | 2.0 | 2.6 | 8.0
O=C(c1ccc(F)cc1)N(NC(=O)C(O)(c1ccccc1)c1ccccc1)c1ccccc1 | i | 55 | 0.22 | 1507 | -10 | 669 | -1 | -19 | i | 0.6 | -1.7 | 1111 | i | -7 | -1.3% | 1.3 | 2.0 | 2.8
CCOC(=O)COc1ccc(Cl)cc1C1NC(=O)NC(C)=C1C(C)=O (stereo unspecified) | i | 29 | 1.2 | 1175 | -8 | 730 | -5 | -10 | i | 0.5 | 0.7 | 1191 | i | -4 | 0.2% | 3.7 | 2.1 | 0.5
COc1ccc(C(=O)NN=C2CCCC2)c(OC)c1 | i | 9 | . | . | -3 | 797 | . | . | i | 1.5 | . | . | . | . | 1.1% | . | . | .
CCO[C@H]1OC(C(N)=O)=C[C@@H](C2CCCCC2)[C@@H]1CCCO | i | 40 | 1.5 | 1425 | 5 | 675 | -23 | -3 | i | 1.8 | -1.8 | 1094 | i | -3 | -0.2% | 2.9 | 2.1 | 3.9
COCC(C)NC(=O)CCc1nnc(C2(c3ccc(Cl)cc3)CCC2)o1 (stereo unspecified) | i | 53 | 0.53 | 1384 | 15 | 770 | 4 | 2 | i | 0.3 | 0.3 | 1087 | i | -36 | 0.3% | 4.1 | 2.2 | 7.4
C=CCOc1c(Br)cc(CNn2c(C)n[nH]c2=S)cc1OC | i | 34 | . | . | 8 | 900 | . | . | i | 0.6 | . | . | . | . | 0.9% | . | . | .
Cc1ccc(CNC(=O)c2ccccc2SCC(=O)NCC2CCCCC2)cc1 | i | 47 | -0.37 | 1422 | -11 | 696 | -6 | -1 | i | 0.8 | -0.9 | 997 | i | -17 | -0.1% | 4.9 | 2.8 | 9.0
Cc1n[nH]c(C)c1Sc1ccccc1N | i | 57 | -0.16 | 1132 | 0 | 638 | -10 | 8 | i | 0.2 | -0.7 | 1036 | i | -6 | -0.4% | 1.2 | 1.6 | 4.7
Cc1ccc(CN2CCN(/N=C\C=C\c3ccccc3)CC2)cc1 | i | 47 | 0.24 | 1247 | 25 | 686 | 29 | 14 | i | 0.7 | -0.6 | 1110 | i | 18 | -1.4% | 4.5 | 1.7 | 12
CCN1CCN(C(=O)CN(Cc2ccccc2)S(C)(=O)=O)CC1 | i | 30 | 0.32 | 1309 | 14 | 703 | 45 | 6 | i | 0.1 | . | . | i | -1 | 0.2% | 3.0 | 0.8 | 61
Cc1ccc(NC(=O)CN(c2ccc3c(c2)OCO3)S(=O)(=O)c2c(C)n[nH]c2C)cc1 | i | 41 | 0.47 | 1089 | -27 | 650 | 11 | -3 | i | 0.8 | -2.1 | 1023 | . | . | -0.2% | 7.3 | 1.8 | 8.0
CC(C)C(OC(=O)CN1C(=O)c2ccccc2C1=O)C(=O)NC1CCCC1 (stereo unspecified) | i | 9 | . | . | 4 | 800 | . | . | i | 0.6 | . | . | . | . | -0.5% | . | . | .
O=C(CCSc1nnc2ccccn12)Nc1ccc2c(c1)OCO2 | i | 60 | 0.54 | 1241 | -4 | 669 | -5 | 8 | i | 0.0 | 0.8 | 1095 | i | -7 | 0.2% | 1.3 | 2.9 | 9.7
CCN(C(=O)CSc1cc(C)c2ccc(OC)cc2n1)C1CCS(=O)(=O)C1 (stereo unspecified) | i | 36 | 0.23 | 1118 | -9 | 690 | . | . | i | 0.4 | -0.2 | 1274 | . | . | -0.3% | . | . | .
O=C(Cn1cnc2ccccc2c1=O)NNC(=O)c1ccccc1 | i | 56 | . | . | 7 | 778 | . | . | i | 0.2 | -0.7 | 1303 | . | . | 0.2% | . | . | .
N#Cc1nc(COc2ccc(F)cc2)oc1N1CCCCC1 | i | 28 | -2.6 | 1314 | -6 | 685 | 4 | 2 | i | 0.9 | -0.4 | 1502 | i | -26 | -1.1% | 1.9 | 0.6 | 1.4
O=C(N/N=C/c1ccco1)c1cc(C2CC2)nc2ccccc12 | i | 56 | ? | . | -1 | 523 | -11 | -15 | . | . | -4.6 | 540 | i | 0 | -0.2% | 3.8 | 1.2 | 3.7
Cc1ccc2c(Cl)c(C(=O)Nc3ccc4c(c3)OCO4)sc2c1 | i | 32 | 0.18 | 1416 | 1 | 604 | 9 | 6 | i | 0.1 | 1.2 | 981 | i | 10 | 0.7% | 5.1 | 1.9 | 2.1
COc1ccccc1NC(=O)CSc1ncn(-c2ccccc2)n1 | i | 45 | . | . | -1 | 800 | 1 | 6 | i | 0.8 | -2.6 | 951 | i | 20 | 0.1% | 1.1 | 1.4 | 6.2
CSCCC(NC(=O)OC(C)(C)C)C(=O)NC(CC(C)C)C(N)=O (stereo unspecified) | i | 43 | -0.74 | 1769 | 2 | 661 | 3 | -6 | i | 0.9 | -1.0 | 1054 | i | 1 | 0.2% | 1.4 | 2.8 | 10
Cc1ccc(NS(=O)(=O)c2ccc(N/N=C/c3ccccc3OCC(=O)O)c([N+](=O)[O-])c2)c(C)c1 | i | 55 | -0.43 | 987 | 1 | 701 | . | . | i | 1.0 | -0.9 | 1361 | . | . | 1.1% | . | . | .
Cc1ccc(N=C2NC(=O)CC(C(=O)Nc3ccc4c(c3)OCO4)S2)cc1 (stereo unspecified) | i | 56 | -0.45 | 1291 | 5 | 681 | 1 | -19 | i | 0.7 | -0.6 | 1103 | i | -5 | -0.9% | 4.8 | 2.1 | 8.8
CCOc1ccc(N2CC(C(=O)Oc3ccccc3)CC2=O)cc1 (stereo unspecified) | i | 4 | . | . | . | . | 1 | -19 | i | 5.4 | . | . | i | -5 | 0.6% | 4.6 | 1.9 | 8.7
C/C(=N\NC(=O)c1ccc(OC2CCCC2)cc1)c1ccc(C)s1 | i | 49 | 0.39 | 896 | . | . | 0 | 16 | i | 0.9 | . | . | i | 0 | 0.1% | 3.2 | 1.2 | 4.9
CC(NC(=O)/C=C/c1ccco1)c1nc2ccccc2n1Cc1cccc(Cl)c1 (stereo unspecified) | i | 50 | 0 | 1138 | -22 | 556 | 4 | 9 | i | 1.2 | 0.0 | 960 | i | 16 | . | 4.8 | 1.9 | 6.2
O=C(CSc1nc2ccccc2c(=O)[nH]1)Nc1ccc(C(=O)O)cc1 | i | 27 | 0.21 | 1104 | 21 | 703 | -11 | 1 | i | 0.4 | 4.0 | 1061 | i | 8 | -0.1% | 4.9 | 2.4 | 12
CCOc1ccc(OCc2ccc(C(=O)Nc3ccc(Cl)cn3)o2)cc1 | i | 17 | -0.1 | 1838 | -34 | 593 | 7 | -1 | i | 6.9 | 2.0 | 1103 | i | -1 | -0.8% | 3.8 | 2.7 | 4.7
Cc1ccc2c(CSc3nnnn3C)cc(=O)oc2c1 | i | 56 | 0.06 | 1688 | -3 | 684 | 1 | 5 | i | 0.3 | -0.5 | 1080 | i | -26 | -0.3% | 1.9 | 0.8 | 1.0

3 compounds drawn at random from those above, as already listed:
SMILES | T cell modulator | T cell modulator vesicle-bound % | Ins promoter up | Ins promoter up cell count | Hep lipid drop | Hep lipid drop cells 6.5 µM | WT yeast gro inh | WT yeast gro inh mutant strain | Myeloid diff 2 | Myeloid diff 2 GFP+ MAC1+ % | bCat nuc transl | bCat nuc transl cell count 5 µM | Autophagy mod | Autophagy mod cell loss 18 h | West Nile virus CPE | MT stabilizer | MT stabilizer Hoechst-high % | MT stabilizer cytotoxicity %
COc1ccc(C(=O)NN=C2CCCC2)c(OC)c1 | i | 9 | . | . | -3 | 797 | . | . | i | 1.5 | . | . | . | . | 1.1% | . | . | .
Cc1ccc2c(Cl)c(C(=O)Nc3ccc4c(c3)OCO4)sc2c1 | i | 32 | 0.18 | 1416 | 1 | 604 | 9 | 6 | i | 0.1 | 1.2 | 981 | i | 10 | 0.7% | 5.1 | 1.9 | 2.1
N#Cc1nc(COc2ccc(F)cc2)oc1N1CCCCC1 | i | 28 | -2.6 | 1314 | -6 | 685 | 4 | 2 | i | 0.9 | -0.4 | 1502 | i | -26 | -1.1% | 1.9 | 0.6 | 1.4
